Screening results (PubChem)
SENP8 block-1 = SENP8 protease inhibitors, primary screen, biochemical, luminescence. Sentrin-specific protease 8 (Homo sapiens), Q96LD8. purified SENP8, Z-RLRGG-aminoluciferin cleavage. inhibition, % at 10 µM. actives 1.2% (n = 330,000). AID 2540, 2010; in the data active = inhibition above about 50%
SENP6 block = SENP6 protease inhibitors, primary screen, biochemical, luminescence, uHTS; Recombinant SENP6 catalytic domain, aminoluciferin luminescence; inhibition, % at 10 µM; actives 1.8% (n = 330,000); AID 2599, 2010;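 active = inhibition above about 50% at the single tested dose, limit read from the data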;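 note: plate controls were DMSO wells with enzyme for no effect and DMSO wells lacking enzyme for full effect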
SENP8 block-2 = human SENP8 protease inhibitors, primary screen, biochemical, fluorescence, Nedd8 protein substrate, uHTS; Sentrin-specific protease 8 (Homo sapiens), Q96LD8; recombinant SENP8; inhibition, % at 20 µM; actives 0.64% (n = 360,000); AID 602440, 2012; in the data active = inhibition mostly above about 40%, no sharp cut-off; inactive = mostly below about 27%
SENP1 FRET inh = human SENP1 catalytic domain inhibitors, primary screen, biochemical, FRET, uHTS. recombinant SENP1 catalytic domain, CyPet-SUMO1-YPet FRET cleavage. inhibition, % at 10 µM. Sentrin-specific protease 1 (Homo sapiens), Q9P0U3. actives 0.21% (n = 360,000);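 active = inhibition at least 30% at 10 µM, raw YFP signal under a set limit, fluorescence ratio 0.5 to 1.5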;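 note: 0% = enzyme with DMSO and 100% = no enzyme wells; some results filed as inactive read as strong as hits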
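Material – human SENP1 catalytic domain · Input – SENP1 enzyme, 20 pM final · Compound dosing – single concentration of 10 µM compound, 0.5% DMSO final · Timing – enzyme reaction for 50 min at room temperature, dark · Measured by – FRET fluorescence in CFP and YFP emission channels · Control set – no-enzyme wells low, DMSO-plus-enzyme wells high control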
UBC13 polyUb = UBC13 polyubiquitin chain formation inhibitors, primary screen, biochemical, TR-FRET, uHTS; actives 0.47% (n = 330,000); Ubiquitin-conjugating enzyme E2 N (Homo sapiens), P61088; inhibition, % at 20 µM; AID 485273, 2010; in the data active = inhibition above about 45%, passing the limit was not always enough
APOBEC3G inh = APOBEC3G DNA deaminase inhibitors, primary screen, biochemical, fluorescence, single-stranded DNA substrate, uHTS; DNA dC->dU-editing enzyme APOBEC-3G (Homo sapiens), Q9HC16; recombinant A3G, ssDNA deamination FAM/TAMRA fluorescence; inhibition, % at 20 µM; actives 0.28% (n = 330,000);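 active = inhibition of at least 40% at 20 µM, with no more than 30% in the related APOBEC3A deaminase screen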;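 note: plate controls were DMSO wells with A3G for no effect and wells lacking A3G enzyme for full effect; some compounds called inactive have numbers as strong as hits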
Apaf1 inhib = inhibitors of human Apaf-1 apoptosome, primary screen, biochemical, DEVD-Rh110 fluorescence, uHTS; AID 489030, 2010; inhibition, % at 20 µM; actives 0.71% (n = 330,000); Apoptotic protease-activating factor 1 (Homo sapiens), O14727; reconstituted apoptosome caspase-3 activity; active = inhibition of at least 40% at 20 µM;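 note: plate controls were DMSO wells for no effect and DEVD-CHO caspase inhibitor wells for full effect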
Target sequence (O14727 whole entry, looked up): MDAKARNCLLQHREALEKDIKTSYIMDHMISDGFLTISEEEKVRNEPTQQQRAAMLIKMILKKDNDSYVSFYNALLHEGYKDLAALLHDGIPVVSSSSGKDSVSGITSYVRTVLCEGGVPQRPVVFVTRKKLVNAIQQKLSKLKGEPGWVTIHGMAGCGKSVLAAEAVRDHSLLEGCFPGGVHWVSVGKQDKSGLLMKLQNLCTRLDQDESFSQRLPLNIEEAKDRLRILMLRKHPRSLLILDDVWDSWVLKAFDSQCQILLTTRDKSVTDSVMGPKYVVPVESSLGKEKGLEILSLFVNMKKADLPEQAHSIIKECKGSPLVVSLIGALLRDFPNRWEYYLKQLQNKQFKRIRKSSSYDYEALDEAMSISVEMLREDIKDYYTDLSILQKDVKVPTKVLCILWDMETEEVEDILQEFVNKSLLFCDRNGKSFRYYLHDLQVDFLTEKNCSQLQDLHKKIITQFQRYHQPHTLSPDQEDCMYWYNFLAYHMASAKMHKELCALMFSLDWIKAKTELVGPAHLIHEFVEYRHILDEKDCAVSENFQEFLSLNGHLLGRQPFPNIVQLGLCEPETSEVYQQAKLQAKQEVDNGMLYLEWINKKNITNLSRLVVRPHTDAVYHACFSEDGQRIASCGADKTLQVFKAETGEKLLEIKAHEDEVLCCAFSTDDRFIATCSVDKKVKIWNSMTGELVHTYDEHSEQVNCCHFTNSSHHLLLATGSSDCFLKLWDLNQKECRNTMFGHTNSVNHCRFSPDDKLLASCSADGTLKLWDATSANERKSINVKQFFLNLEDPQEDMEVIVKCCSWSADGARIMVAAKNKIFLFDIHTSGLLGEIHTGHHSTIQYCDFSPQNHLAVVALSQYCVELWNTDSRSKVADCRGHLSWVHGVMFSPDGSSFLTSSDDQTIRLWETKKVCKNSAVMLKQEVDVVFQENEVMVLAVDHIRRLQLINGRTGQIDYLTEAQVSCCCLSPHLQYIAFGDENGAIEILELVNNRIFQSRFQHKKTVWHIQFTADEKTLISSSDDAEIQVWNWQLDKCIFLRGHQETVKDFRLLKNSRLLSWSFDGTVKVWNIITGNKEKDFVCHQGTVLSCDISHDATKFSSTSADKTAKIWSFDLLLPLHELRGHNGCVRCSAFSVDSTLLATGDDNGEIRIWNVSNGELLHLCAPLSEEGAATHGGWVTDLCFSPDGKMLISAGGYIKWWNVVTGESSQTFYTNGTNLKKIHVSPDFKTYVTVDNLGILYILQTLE
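Assay system: Apoptosome proteins | Medium: pH 7.5 Hepes buffer with CHAPS, BSA, DTT | Also added: Cytochrome c and DEVD-Rh110 substrate | Times: 30 min plus 50 min, RT | Detection: Rhodamine 110 fluorescence at Ex 480/Em 540 nm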
SENP7 inh = SENP7 protease inhibitors, primary screen, biochemical, luminescence, uHTS; inhibition, % at 5 µM; Sentrin-specific protease 7 (Homo sapiens), Q9BQF6; recombinant SENP7, Z-RLRGG-aminoluciferin luminescence, 40 min; AID 434973, 2010; actives 1.5% (n = 330,000);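 active = inhibition above about 50% at the single test dose, limit read from the data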;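 note: plate controls were DMSO with enzyme for no effect and no enzyme buffer wells for full effect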
Active calls of the source: *; i = inactive; · = no result given.

SMILES | SENP8 block-1 | SENP6 block | SENP8 block-2 | SENP1 FRET inh | UBC13 polyUb | APOBEC3G inh | Apaf1 inhib | SENP7 inh
Cc1ccc2nc(N/C(=N/S(=O)(=O)c3cccs3)c3ccccc3Cl)sc2c1 | 12 | -8 | -15 | 1 | -10 | -3 | 1 | -4
O=c1[nH]c(COc2ccc(Cl)cc2Br)nc2ccccc12 | 11 | 40 | -9 | -5 | -1 | -7 | 10 | 13
NS(=O)(=O)c1ccc(CNC(=O)CSc2ccccc2)cc1 | -2 | 2 | 13 | 1 | 4 | -4 | 3 | -2
CCC(=O)N1c2ccccc2C(N(C(=O)CC)c2ccccc2)CC1C (stereo not drawn) | -4 | 4 | 1 | 1 | -5 | -3 | 1 | 1
COc1ccc(S(=O)(=O)N2CCOC2CNC(=O)C(=O)NCc2ccc3c(c2)OCO3)cc1 (stereo not drawn) | 2 | -2 | 3 | 1 | -1 | -6 | 5 | 2
NS(=O)(=O)c1ccc(NC(=O)COC(=O)CN2C(=O)C3CC=CCC3C2=O)cc1 (stereo not drawn) | -2 | -12 | 2 | 1 | 2 | -4 | -7 | 6
CCCSc1ccc([C@@H]2[C@@H]3C(=O)N(CC)C(=O)[C@@H]3[C@]3(C(=O)OC)CCCCN23)cc1OC | -10 | -15 | -31 | -1 | 1 | -9 | 25 | -6
Cc1ccc(/C(O)=C2\C(=O)C(=O)N(c3cc(C)on3)C2c2cccc(Br)c2)cc1 (stereo not drawn) | 3 | -5 | -75 | -5 | -4 | -2 | 9 | -3
N#Cc1c(-c2ccccc2)cc(-c2cccs2)nc1SCC(=O)O | 6 | -7 | -87 | -6 | 1 | 4 | 13 | 11
CCOc1ccccc1C(=S)NC1CCCCC1 | 3 | 13 | 14 | 0 | -1 | 1 | -2 | 4
CC1CCN(S(=O)(=O)c2cc(F)ccc2CN2C(=O)c3cccnc3C2=O)CC1 | -1 | 4 | 4 | 2 | 5 | -3 | 2 | -5
Cc1c(NC(=O)Cc2noc3ccccc23)cccc1[N+](=O)[O-] | -1 | 5 | 20 | 0 | -1 | -2 | -11 | 0
Cc1cc(=O)n2cc(-c3ccccc3)nc2[nH]1 | 2 | 33 | -245 | 3 | 8 | 0 | 3 | 10
CC(C)c1nc(NCC2CCCO2)c(C#N)c2c1COC(C)(C)C2 (stereo not drawn) | 4 | -2 | i | -1 | 18 | -1 | 5 | -2
CC(C)(O)CCCC(C)(O)c1ccc(C(=O)O)cc1O (stereo not drawn) | 6 | 6 | 31 | -8 | -8 | 8 | -6 | 2
CCCCn1c(N)c(N(CCOC)C(=O)c2cc(-c3ccc(OC)c(OC)c3)nc3ccccc23)c(=O)[nH]c1=O | -6 | -5 | -127 | 2 | -4 | 9 | 0 | 1
Cn1c2c(c(=O)n(C)c1=O)C(c1ccccc1Cl)C(C#N)=C(N)O2 (stereo not drawn) | 2 | -14 | 2 | -3 | 2 | -7 | -8 | 2
O=C(NCCc1nc2ccccc2[nH]1)/C(=C/c1ccc2c(c1)OCO2)NC(=O)c1ccc(Cl)cc1Cl | 0 | -1 | 0 | -16 | -11 | -7 | 19 | 5
COCCCNC(=O)C[C@H]1C[C@H](C(=O)N2CCOCC2)[C@@]2(CCC3CCCC3)c3[nH]c4cc(-c5ccco5)ccc4c3CCN2C1=O | · | · | -336 | -32 | · | -2 | 32 | -13
CC(Sc1nc(N2CCOCC2)c2c(c1C#N)CC(C)(C)OC2)C(=O)Nc1ccccc1 (stereo not drawn) | 15 | -14 | -25 | -1 | 20 | -7 | -4 | 9
COc1ccc(C(=O)COc2ccc(C)cc2NC(C)=O)cc1 | -2 | -2 | 41* | 4 | -7 | 2 | 0 | -7
O=C(Nc1ccccc1N1CCOCC1)C1=COCCO1 | 1 | -3 | 2 | 0 | -12 | 4 | -7 | -5
COC(=O)c1cc2c(C)c(C)c3ccccn3c-2c1C(=O)OC | 6 | 2 | -11 | 9 | -100 | -1 | 18 | 9
CCc1ccc(NC(=O)Cn2ncc3c4ccccc4n(C)c3c2=O)cc1 | 11 | 8 | -29 | -2 | 5 | -7 | 2 | 8
COc1ccccc1OCC(=O)Nc1ccc2c(c1)n(C)c(=O)n2C | -1 | -11 | 10 | 2 | 6 | -8 | -6 | 2
COc1ccc(O)c(/C=N/NC(=S)NCCc2ccccc2)c1 | -8 | -6 | -299 | -27 | 3 | -2 | 15 | -7
O=S(=O)(Cc1cc(Oc2ccccc2)nc(-c2ccccc2)n1)c1ccccc1 | 6 | 4 | 32 | 4 | 4 | -9 | 9 | 2
CCOC(=O)C1=C(c2ccccc2)NC(=S)NC1c1ccc(C)c([N+](=O)[O-])c1 (stereo not drawn) | -3 | 2 | 16 | 1 | 4 | -6 | 7 | -11
Cn1c(=O)[nH]c(=O)c2c1nc(N1CCc3ccccc3C1)n2CCSc1nc2ccccc2s1 | -14 | -2 | 11 | 1 | 3 | -5 | 17 | 3
CC(C)CC(OC(=O)c1ccco1)C(=O)NC1CCCCC1 (stereo not drawn) | -1 | -18 | -2 | 2 | 6 | -2 | 7 | -10

Compound profiles, from the list above. Screens in order: SENP8 block-1 | SENP6 block | SENP8 block-2 | SENP1 FRET inh | UBC13 polyUb | APOBEC3G inh | Apaf1 inhib | SENP7 inh
`COc1ccccc1OCC(=O)Nc1ccc2c(c1)n(C)c(=O)n2C` is entered as -1 | -11 | 10 | 2 | 6 | -8 | -6 | 2
`Cn1c2c(c(=O)n(C)c1=O)C(c1ccccc1Cl)C(C#N)=C(N)O2` (stereo not drawn) is entered as 2 | -14 | 2 | -3 | 2 | -7 | -8 | 2

Later entries.
SMILES | SENP8 block-1 | SENP6 block | SENP8 block-2 | SENP1 FRET inh | UBC13 polyUb | APOBEC3G inh | Apaf1 inhib | SENP7 inh
COCCNC(=O)c1onc(CSc2ccccc2C)c1C(=O)O | -11 | -10 | 11 | -1 | 4 | 16 | 4 | 2
Cc1ccc(C(=O)COC(=O)c2cnccn2)cc1[N+](=O)[O-] | 6 | -2 | 17 | 3 | 4 | -3 | -8 | 8
CCC(C)NC(=O)Cn1c(=O)sc2ccccc21 (stereo not drawn) | -1 | -16 | 5 | 2 | 8 | 2 | -21 | 2
O=C(Cn1cnc2ccccc2c1=O)NCc1ccco1 | -1 | -7 | 10 | 1 | -7 | -3 | -5 | -22
COc1cccc(NC(=O)c2cnc(SC)nc2)c1 | -9 | -3 | 9 | 2 | -8 | 13 | -3 | -14
O=C(O)c1oc2ccccc2c1CSCc1ccccc1 | -1 | -1 | -2 | 2 | 17 | -10 | -22 | -6
C=CCn1c(COc2ccccc2)nnc1SCC(=O)N/N=C/c1ccc(C)cc1 | -1 | -6 | 18 | 0 | -4 | 2 | 20 | 0
Cc1ccc(C)c(Cn2nnc3c(=O)[nH]c(C4CCCN(C(=O)C5CCCCC5)C4)nc32)c1 (stereo not drawn) | -6 | -2 | 1 | 2 | 2 | -7 | 29 | 4
CCCCC(NC(C)=O)c1nc2ccccc2n1CCC (stereo not drawn) | 3 | 1 | 23 | 3 | 5 | -6 | 1 | 6
COc1cc(NC(=O)c2c(F)c(F)c(OC)c(F)c2F)ccc1NC(=O)c1cccs1 | 1 | 13 | 4 | 0 | -1 | -1 | 10 | -2
Cn1c(NCC2CCCO2)nc2c1c(=O)n(Cc1ccccc1)c(=O)n2C (stereo not drawn) | -1 | -24 | 35 | -2 | 11 | -3 | -2 | 3
COc1ccc(S(=O)(=O)Nc2c3ccccc3nc(=O)n2-c2ccccc2)cc1 | -1 | 10 | -112 | -44 | 4 | -4 | 18 | 10
CCC(=O)Nc1cccc(Br)c1 | 0 | -13 | 25 | 2 | 10 | -2 | -14 | 1
CCN(CC)CCCn1c2c(c(SCC(=O)Nc3ccc4c(c3)OCCO4)nc1=O)CCC2 | 11 | -2 | 5 | 1 | 2 | -12 | 1 | 2
Cc1ccc(C(=O)C2CCNCC2)cc1 | 5 | -7 | 14 | -1 | 4 | -6 | -3 | 3
CC1=C(C(=O)OCCOc2ccccc2)C(c2coc3ccccc3c2=O)C2=C(CCCC2=O)N1 (stereo not drawn) | 5 | 4 | -78 | -15 | -2 | -9 | -16 | 3
c1ccc(NCc2nc3ccccc3n2CCOc2ccccc2)cc1 | 48 | 66* | 11 | 1 | 1 | 4 | 16 | 33
CCSc1nc2c(c(=O)n1CC)SC(C)C2 (stereo not drawn) | 6 | -37 | 6 | 3 | 1 | -10 | 2 | -5
CCCN1Cc2cccc(C(=O)N3CCN(c4ccc(OC)cc4)CC3)c2C1=O | -4 | -3 | 13 | 0 | -4 | -4 | 0 | 4
CC1CCN(Cc2c(C#N)c3ccccc3n2C)CC1 | 0 | 2 | -25 | -2 | 6 | -5 | 18 | 4
CCCOC1CCCN(C(=O)c2ccc(OC3CCN(Cc4ccccn4)CC3)cc2)C1 (stereo not drawn) | -14 | 0 | 2 | 1 | -2 | -7 | 15 | -11
CCN(c1ccccc1)S(=O)(=O)c1ccc(Oc2ccccc2C(C)=O)nc1 | -7 | -22 | -16 | -2 | -7 | -4 | 8 | -10
O=Cc1c(F)cccc1N1CCCC1 | -4 | -14 | 1 | 1 | 14 | -11 | 5 | 8
CC1(C)C(=O)OC(c2cccn2-c2ccc([N+](=O)[O-])cc2)C2(CCCCC2)C1=O (stereo not drawn) | -1 | -2 | 22 | -2 | 2 | 4 | 10 | 14
O=S(=O)(c1ccc(F)cc1)N1CCN(c2ncccn2)CC1 | -4 | -21 | -16 | 0 | -2 | -2 | -12 | 2
CC(=O)Oc1ccc(/C=C(\NC(=O)c2ccco2)C(=O)NCc2ccccc2)cc1 | -4 | -8 | 6 | -3 | -2 | -8 | 1 | 8
COc1ccc(CCNC(=O)CSc2nnnn2C)cc1OC | -5 | -14 | 11 | 0 | -2 | -6 | 5 | -3
CCN1C(=NCC2CC2)N[C@@H](c2ccccc2)C(C(=O)OC)=C1C | 0 | -7 | 18 | -2 | 8 | 12 | -4 | -6
Brc1ccccc1-c1nnc(COc2ncnc3c2cnn3-c2ccccc2)o1 | 3 | -6 | 8 | -6 | 0 | -2 | 8 | 11
COc1cccc(CNc2ccc(C)c(Cl)c2)c1 | -12 | 18 | 7 | 1 | 9 | -7 | -7 | 6
COc1ccccc1-c1c(C(F)(F)F)oc2cc(OC(=O)c3ccc([N+](=O)[O-])cc3)ccc2c1=O | 2 | 0 | -2 | -3 | -2 | 4 | 8 | -3
COCCn1c(SCC(=O)Nc2nnc(C)s2)nnc1-c1ccoc1C | 0 | 0 | 2 | 1 | 1 | -9 | -32 | -1

2 compounds drawn at random from the list so far:
SMILES | SENP8 block-1 | SENP6 block | SENP8 block-2 | SENP1 FRET inh | UBC13 polyUb | APOBEC3G inh | Apaf1 inhib | SENP7 inh
CC1(C)C(=O)OC(c2cccn2-c2ccc([N+](=O)[O-])cc2)C2(CCCCC2)C1=O (stereo not drawn) | -1 | -2 | 22 | -2 | 2 | 4 | 10 | 14
O=S(=O)(c1ccc(F)cc1)N1CCN(c2ncccn2)CC1 | -4 | -21 | -16 | 0 | -2 | -2 | -12 | 2
